# Compound activity deposited in PubChem by several laboratories.
# PERK inhibitor: block of dimerizer-induced PERK translation repression, primary screen, PERK inhibitor project, CHO PERK-DD cells, SEAP luminescence, HTS; CHO PERK-DD fusion, SEAP luminescence translation reporter; inhibition, % at 5.6 µM; 220,000 compounds, 0.17% hits; AID 1416, 2008;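 active = inhibition above the mean inhibition of all tested compounds plus 3 SD, set separately per screening campaign, cut at about 2.9% in these data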;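 note: PERK kinase domain activated by AP20187 dimerizer at 100 nM; 0% = DMSO with dimerizer and 100% = rapamycin at 8.4 µM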
# BaF3 tox: parental Ba/F3 cell viability inhibition, counter-screen for JAK2V617F inhibitor project, murine pro-B, CellTiter-Glo luminescence; 220,000 compounds, 1.1% hits; CellTiter-Glo ATP luminescence; AID 1486, 2009; inhibition, % at 5.6 µM;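 active = inhibition above a per-campaign cutoff, the mean inhibition of all tested compounds plus 3 SD, cut at about 27% in these data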;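 note: 0% = DMSO wells and 100% = JAK Inhibitor I control wells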
# S1P4 ag: S1P4 receptor agonists, primary screen, cell-based; Sphingosine 1-phosphate receptor 4 (Homo sapiens), O95977; S1P4-expressing cell line, agonist reporter assay; activation, % at 4.98 µM; 220,000 compounds, 0.35% hits; AID 1509, 2009; in the data active = activation above about 11%;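 note: 0% = DMSO vehicle and 100% = reference agonist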
# EP2 mod: EP2 receptor modulators, cAMP readout, primary screen, cell-based, HTRF cAMP, PGE2 stimulation; Prostaglandin E2 receptor EP2 subtype (Homo sapiens), P43116; EP2-expressing cells, cAMP HTRF FRET, PGE2 co-stimulation; induction, % at 25 µM; 260,000 compounds, 0.83% hits;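 active = compounds whose cAMP rise, as percent of the full-agonist control response, exceeds 60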;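 note: rat C6 glioma line stably carrying human EP2 under a CMV promoter; the protocol text gives 20 µM as final concentration; 100% = response of wells given 1 µM PGE2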
# Target sequence (P43116 whole entry, looked up): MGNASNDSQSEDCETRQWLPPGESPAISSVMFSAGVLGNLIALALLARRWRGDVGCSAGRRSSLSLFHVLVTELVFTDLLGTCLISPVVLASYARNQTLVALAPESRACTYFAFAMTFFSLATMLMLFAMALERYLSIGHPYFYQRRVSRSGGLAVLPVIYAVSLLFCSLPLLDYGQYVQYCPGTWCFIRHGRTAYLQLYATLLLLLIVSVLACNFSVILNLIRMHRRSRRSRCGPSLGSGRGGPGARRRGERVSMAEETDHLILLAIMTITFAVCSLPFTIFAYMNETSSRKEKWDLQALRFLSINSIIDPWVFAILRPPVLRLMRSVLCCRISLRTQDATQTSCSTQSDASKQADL
# m-calpain inh: inhibitors of pig calpain II, primary screen, biochemical, fluorogenic peptide substrate, 1536-well; purified calpain II, 30 min; inhibition, % at 16 µM; 220,000 compounds, 0.37% hits; AID 1236, 2008;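 active = inhibition above about 50%, limit read from the data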
# TRPML3 agonist: human TRPML3 channel agonists, primary screen, cell-based, HEK293 TRPML3-YFP, Fluo-8 calcium fluorescence, 3 µM; 100% = the carbachol control signal; activation, % at 3 µM; 220,000 compounds, 0.29% hits;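 active = activation above its plate's cutoff, the mean activation of the plate's test wells plus 3 SD, cut at about 12% in these data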;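 note: 0% = DMSO only wells and 100% = carbachol wells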
# Target sequence (Q8TDD5 whole entry, looked up): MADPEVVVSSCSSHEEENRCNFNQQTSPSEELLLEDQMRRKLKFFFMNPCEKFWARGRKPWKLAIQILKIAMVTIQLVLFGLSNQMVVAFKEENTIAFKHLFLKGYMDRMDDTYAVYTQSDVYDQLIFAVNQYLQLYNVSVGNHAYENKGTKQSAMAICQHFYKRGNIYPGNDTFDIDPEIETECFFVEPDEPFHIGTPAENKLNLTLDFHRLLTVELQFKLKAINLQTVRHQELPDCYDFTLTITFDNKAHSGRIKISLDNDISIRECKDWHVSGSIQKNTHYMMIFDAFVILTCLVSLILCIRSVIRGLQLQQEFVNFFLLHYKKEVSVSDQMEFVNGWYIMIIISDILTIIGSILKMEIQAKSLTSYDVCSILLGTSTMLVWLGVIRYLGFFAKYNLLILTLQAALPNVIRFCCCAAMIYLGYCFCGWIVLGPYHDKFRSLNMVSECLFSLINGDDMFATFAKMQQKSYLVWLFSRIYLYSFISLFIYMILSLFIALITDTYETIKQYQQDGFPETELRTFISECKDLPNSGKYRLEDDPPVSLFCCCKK
#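 Material: TRPML3-YFP stable HEK293 cells | Dosing: One concentration, 3 µM nominal, 0.3% DMSO | Timing: 125 s total fluorescence read per well | Technique: Fluo-8 calcium dye fluorescence, ex 470-495, em 515-575 nm | Measure: Percent activation from peak-to-basal fluorescence ratio, scaled between DMSO and carbachol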
# S1P4 antag: S1P4 receptor antagonists, primary screen, cell-based | Sphingosine 1-phosphate receptor 4 (Homo sapiens), O95977 | S1P4-expressing cells, antagonist mode, reporter read-out | inhibition, % at 4.98 µM | 220,000 compounds, 0.26% hits; in the data active = inhibition above about 29%;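 note: 0% = wells stimulated with agonist and 100% = vehicle wells without agonist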
# Ba/F3 V617F tox: reduced viability of JAK2V617F-dependent Ba/F3 cells, primary screen, JAK2V617F inhibitor project, cell-based, Ba/F3 EpoR-JAK2V617F, luminescence; 220,000 compounds, 1.1% hits; ATP luminescence; inhibition, % at 5.6 µM; AID 1446, 2008;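 active = inhibition above the campaign mean plus 3 SD over all tested compounds, cut at about 24% in these data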;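 note: cytokine-independent growth of Ba/F3 cells driven by EpoR plus mutant JAK2; 0% = DMSO-treated cells and 100% = JAK inhibitor I control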
# zfTRPN1 agonist: zebrafish TRPN1 channel agonists, primary screen, cell-based, HEK293, calcium fluorescence; transient receptor potential cation channel N1 (TRPN1/NompC), Danio rerio; HEK293 zebrafish TRPN1-YFP, Fluo-8 calcium fluorescence; 100% = response to 87 µM carbachol; activation, % at 3 µM; 220,000 compounds, 0.18% hits; AID 1424, 2008;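 active = activation above its plate's cutoff, the mean activation of test wells on that plate plus 3 SD, cut at about 19% in these data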;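 note: 0% = DMSO alone and 100% = 87 µM carbachol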
#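 Material: zebrafish TRPN1-YFP in HEK293 cells; Doses: single test compound dose, 3 µM nominal, 0.3% DMSO; Timing: dye loading 1 h at 37 °C, then 30 min room temperature; Technique: intracellular calcium fluorescence with Fluo-8; Benchmarks: high carbachol 87 µM, low DMSO alone.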
# An asterisk follows results filed as active; & = joins results of further samples.
canonical_smiles	PERK inhibitor	BaF3 tox	S1P4 ag	EP2 mod	m-calpain inh	TRPML3 agonist	S1P4 antag	Ba/F3 V617F tox	zfTRPN1 agonist
CC(=O)c1sc(NC(=O)c2ccccc2)nc1-c1ccccc1	-0.1	9	4.6	-43	13	0.0	-12	-2	-2.0
COc1ccc(CCN(C)CCC(=O)Nc2ccc(C)cc2)cc1OC	-1.6	6	-0.2	12	9	0.2	-14	3	-0.4
Cc1ccccc1OCCC(=O)NCCc1ccc(S(N)(=O)=O)cc1	0.4	5	-0.8	8	12	1.2	-10	0	-0.5
CC(=O)Nc1ccc(NC(=O)COC(=O)C2(c3ccc(Cl)cc3)CCCC2)cc1	-0.2	3	1.8	-64	-17	3.7	-10	1	11
CC(C)Oc1ccc(C(=O)NCc2ccco2)cc1	-0.1	1	-1.5	4	1	-0.5	1	-4	-0.3
CC1OC2C(OC1C)N(S(C)(=O)=O)CCN2S(C)(=O)=O (centres undefined)	1.1	6	-1.0	-5	-12	0.8	6	1	2.1
O=C(Nc1cccc(F)c1)c1ccc(-c2ccccc2C(F)(F)F)o1	0.7	7	0.9	-48	30	0.1	14	1	2.5
Cc1nn(-c2ccccc2)c(N)c1C(O)(CC(=O)C(F)(F)F)C(F)(F)F (centres undefined)	1.0	8	-0.2	39	-9	0.7	-11	1	0.3
Cc1cc(C)c(S(=O)(=O)NCCc2ccccc2)c(C)c1	0.7	8	21*	-27	36	-0.2	-9	3	-0.8
Cc1ccc2c(c1)NC(=O)c1cc([N+](=O)[O-])ccc1O2	0.8	4	1.2	-4	23	0.7	-10	2	1.2
N#Cc1cn(CCOC(=O)c2cccc(C(F)(F)F)c2)c(=O)[nH]c1=O	1.2	-5	0.1	16	0	1.0	15	0	0.4
Cc1cc([N+](=O)[O-])ccc1NC(=O)c1cncc(Br)c1	-0.1	4	0.7	5	10	0.6	-18	-2	0.0
Cc1cc(C)c(NC(=S)NC(CO)(CO)CO)c(C)c1	0.6	-17	-1.2	1	-16	0.7	4	2	1.2
C=CCN(CC=C)CC(O)CN(c1cc([N+](=O)[O-])ccc1OC)S(=O)(=O)c1ccccc1 (centres undefined)	-0.1	7	0.2	-13	-3	1.0	-2	-2	-0.4
Cc1ccc(Nc2nc(-c3ccc(C)cc3)c(CC(=O)O)s2)cc1	-0.3	8	-1.0	0	3	0.3	-4	-1	1.1
O=[N+]([O-])c1ccc(/C=N/Nc2nc(N3CCCCC3)nc(N3CCCCC3)n2)o1	0.4	5	-4.6	12	-75	0.7	0	0	-0.2
COc1ccc(-c2c[n+]3c(n2-c2ccccc2)SCC3)cc1	1.0	61*	2.9	23	-9	-0.7	-18	73*	-0.5
Cc1cccc(N2C(=O)CC(Sc3nc(-c4ccccc4)c4cc(Cl)ccc4n3)C2=O)c1 (centres undefined)	-0.2	-1	-0.5	28	-72	-0.4	-7	-5	0.6
COc1ccc(S(=O)(=O)N(C)CC(=O)NCCC2=CCCCC2)cc1C	-1.2	7	-0.6	13	6	-0.5	-7	7	0.1
CC1(C)CNC(=O)CC(C)(C)N1O	1.1	0	-0.7	-6	15	0.8	7	0	2.1
COc1ccc(Br)c(C(=O)Nc2cccc(Cl)c2Cl)c1	0.9	6	1.1	-69	2	-0.8	-23	-2	-2.5
Cc1cccc(C)c1NC(=O)CSC(=S)N1CCCC1	0.0	2	1.4	8	-8	0.8	-16	-1	-0.7
CCOCCCNC(=O)C(c1ccc(OC)cc1)N(Cc1ccc2c(c1)OCO2)C(=O)c1ccccc1O (centres undefined)	1.1	7	-0.2	14	-5	0.5	-5	4	0.2
Cc1ccc(C(=O)N/C(=C\c2ccc(Cl)cc2)C(=O)NCCCN2CCOCC2)cc1	-0.1	6	-0.1	-5	-21	0.7	-2	-1	1.9
CC(C)(C)NC(=O)COC(=O)c1cc(Br)ccc1Cl	1.6	2	3.7	-11	20	0.4	-21	-6	-0.8
CC1CN(C(=O)C2(C)CC2(Cl)Cl)CC(C)O1 (centres undefined)	0.3	2	0.7	9	6	1.0	-13	1	3.5
CC(=O)c1ccc(NC2OC(C)C(O)C(O)C2O)cc1 (centres undefined)	0.7	8	-0.8	2&-10	3	1.2	-10	-2	-0.6
Cc1noc(NS(=O)(=O)c2ccc(NC(=O)CSc3nc4c(cc3C#N)CCC4)cc2)c1C	0.7	-1	3.4	31	-83	-0.3	4	-1	-0.9
O=C(CNC(c1ccccc1)c1ccccc1)Nc1c(F)cccc1F	-0.1	4	0.4	24	9	-1.6	-43	-2	-3.6
O=C(c1ccccc1)c1cccn1CC(=O)N1CCN(c2ccccc2)CC1	-2.3	3	2.7	-5	-11	0.3	-3	1	-0.4

# Records listed above shown as hits in S1P4 ag:
structure,PERK inhibitor,S1P4 ag,EP2 mod,m-calpain inh,TRPML3 agonist,S1P4 antag
Cc1cc(C)c(S(=O)(=O)NCCc2ccccc2)c(C)c1,0.7,21*,-27,36,-0.2,-9

# (further entries)
canonical_smiles	PERK inhibitor	BaF3 tox	S1P4 ag	EP2 mod	m-calpain inh	TRPML3 agonist	S1P4 antag	Ba/F3 V617F tox	zfTRPN1 agonist
CC(C)(C)C(=O)OCc1nc(-c2ccc(O)c(O)c2)cs1	-0.7	55*	-0.4	-20	-1	-0.1	17	83*	0.8
CCCOc1ccc(/C=C/c2[nH]c(=O)[nH]c(=O)c2[N+](=O)[O-])cc1OCC	-1.0	-14	1.6	-16&-4	-12	0.8	4	-2	4.5
Oc1c(Cl)cc(Cl)cc1C(C#Cc1ccccc1)N1CCOCC1 (centres undefined)	1.5	-1	2.4	37	53*	0.1	-4	-5	1.3
CCCCNC(=O)COC(=O)c1ccc(F)cc1Cl	-0.2	6	0.6	-11	-12	0.5	-14	0	0.4
CC(C)NC(=O)c1sc2nc(-c3cccs3)cc(-c3cccs3)c2c1N	-1.2	5	0.7	0	-15	0.3	-18	1	0.2
CC(C)NC(=O)c1noc2cc([N+](=O)[O-])ccc12	0.6	6	-2.5	2	22	1.0	-10	-3	0.9
CCCS(=O)(=O)c1cscc1NC(=O)c1c(-c2c(F)cccc2Cl)noc1C	0.1	-1	0.9	-50	-9	-0.7	-5	0	-1.7
CC(C)(C)c1cc(NC(=O)CSc2nncs2)n(-c2ccccc2)n1	-0.8	4	-0.2	-12	20	-0.3	-23	1	-0.3
CCn1c(O)c(/C=N/N=C2CCCC2)c2ccc(C3=NNC(=O)CC3)cc21	0.3	-3	2.2	-4	-52	1.1	-13	0	-1.4
COCCN(CCOC)c1ncnc2c1cnn2-c1ccc(Cl)cc1	-1.1	3	-0.5	-3	2	0.4	5	4	1.2
O=[N+]([O-])c1ccc(Cl)c(CN2CCSCC2)c1	1.0	4	0.1	34	0	0.2	-21	-3	-1.7
CC(=O)Nc1ccc(-c2nnc(SCc3c(C)cc(C)cc3C)n2C)cc1	-1.4	6	0.6	16	12	0.2	10	1	0.2
COc1cccc(/C=N/Nc2ncnc(N)c2[N+](=O)[O-])c1OC	0.4	4	-3.0	-4	-15	0.6	-23	2	-0.6
Cc1oc2ccc(Br)cc2c(=O)c1-c1nn[nH]n1	1.0	2	1.6	6	-8	0.2	-7	-2	-0.1
COCCn1c(Br)nc2c1c(=O)n(C)c(=O)n2C	0.6	7	0.8	2	-4	0.6	-2	-1	0.6
Cc1onc(-c2ccccc2Cl)c1C(=O)Oc1cccc2cccnc12	0.9	5	0.6	59	-11	0.4	4	2	-0.4
O=C1OCCC1Sc1nnc(-c2ccc3c(c2)OCO3)n1-c1ccccc1 (centres undefined)	-0.5	3	0.0	3	-30	-0.3	-20	-2	0.7
COC(=O)C1CCN(C(=O)COC(=O)Cn2cnnn2)CC1	1.8	4	1.7	-12	-190	0.4	-9	-2	0.6
Clc1ccccc1-c1ccc(/C=N/Nc2nncc(-c3ccccc3)n2)o1	0.6	1	-1.4	-64	13	0.0	13	-4	-0.4
COc1cc(Nc2ncnc(N)n2)cc(OC)c1OC	0.3	1	1.9	-42	-2	-0.3	5	-2	0.9
Cn1ncc(Br)c1C(=O)N/N=C/c1ccc(OS(=O)(=O)c2ccccc2)cc1	-0.6	5	2.4	-43	7	0.7	-28	-2	1.4
CNCc1ccc(OCc2ccccc2)c(OC)c1	-0.1	0	1.1	2	-21	1.2	-12	-5	0.5
CNc1sc(C(=O)c2ccccc2F)c(N)c1-c1nc2ccccc2s1	-0.9	0	-0.6	-12	-32	0.3	-2	-5	-0.9
COC(=O)c1cccc(NC(=O)NC(=O)c2ccc(Cl)cc2)c1	-0.7	1	-3.4	13	42	-0.4	9	2	2.4
O/C(=C\Sc1nnc(Cc2ccccc2)o1)c1ccc(Br)cc1	0.1	4	0.6	15	-14	2.9	-15	-1	3.3
O=C(NCCCn1ccnc1)c1cc(C2CC2)on1	1.5	9	-0.1	20	-12	0.9	7	-1	1.4
Cc1nc(=S)c2c([nH]1)-c1ccccc1CC21CCCCC1	2.3	-3	-1.2	22	-5	0.7	7	-2	-2.1
COc1ccc(-c2ocnc2C(=O)N2CCN(C(c3ccccc3)c3ccccc3)CC2)cc1	-0.4	9	3.0	-43	-34	-0.3	-9	-1	-0.2
COc1ccccc1NC(=O)COc1ccc(C(=O)OCC(=O)N2CCCC2=O)cc1OC	0.9	8	-0.6	27	-3	1.2	7	2	1.8

# 2 entries from above, field by field.
Cn1ncc(Br)c1C(=O)N/N=C/c1ccc(OS(=O)(=O)c2ccccc2)cc1
  PERK inhibitor = -0.6 | BaF3 tox = 5 | S1P4 ag = 2.4 | EP2 mod = -43 | m-calpain inh = 7 | TRPML3 agonist = 0.7 | S1P4 antag = -28 | Ba/F3 V617F tox = -2 | zfTRPN1 agonist = 1.4

CNCc1ccc(OCc2ccccc2)c(OC)c1
  PERK inhibitor = -0.1 | BaF3 tox = 0 | S1P4 ag = 1.1 | EP2 mod = 2 | m-calpain inh = -21 | TRPML3 agonist = 1.2 | S1P4 antag = -12 | Ba/F3 V617F tox = -5 | zfTRPN1 agonist = 0.5

# Single values from the results shown.
# Under S1P4 ag, CC(C)Oc1ccc(C(=O)NCc2ccco2)cc1 is listed with -1.5
# Under BaF3 tox, Cc1cccc(C)c1NC(=O)CSC(=S)N1CCCC1 is listed with 2
# Under S1P4 ag, CCn1c(O)c(/C=N/N=C2CCCC2)c2ccc(C3=NNC(=O)CC3)cc21 is listed with 2.2
# Under S1P4 ag, CC(C)(C)c1cc(NC(=O)CSc2nncs2)n(-c2ccccc2)n1 is listed with -0.2
